Screens as filed in PubChem.
OPRM1-OPRD1 inv: inverse agonists of MOR-DOR heterodimerization, primary screen, cell-based, luminescence. cell-based MOR-DOR heterodimer luminescence, inverse agonism. inhibition, % at 9.3 µM. actives 0.21% (n = 340,000). AID 504357, 2011; in the data active = inhibition above about 22%, passing the limit was not always enough;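 note: 0% = cells with DMSO and 100% = wells without cells with DMSO; values of inactives mirror those of a sister screen read the other way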
PKA-R1A act: activators of PKA-R1A holoenzyme, primary screen, biochemical, fluorescence polarization, Cy5-IP20, bovine R1A, mouse PKAc; activation, % at 11.4 µM; AID 504707, 2011; cAMP-dependent protein kinase type I-alpha regulatory subunit (Bos taurus) + …; actives 0.083% (n = 340,000); PKA-R1A dissociation; scaled: DMSO 0%, 113 µM cGMP 100%;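 active = percent activation above the mean of all tested compounds plus 3 SD, cut at about 19% in these data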;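 note: higher means more PKAc released from R1A so a rise in polarization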
OPRM1-OPRD1 ag: agonists of OPRM1-OPRD1 heterodimerization, primary screen, cell-based, luminescence | Mu-type opioid receptor (Homo sapiens) + Delta-type opioid receptor (Homo sapiens), … | actives 0.3% (n = 340,000) | AID 504326, 2011 | cells | activation, % at 9.3 µM; in the data active = activation above about 18%;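 note: 0% = vehicle-treated cells and 100% = reference agonist; values of inactives mirror those of a sister screen read the other way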
DAGLB inh: DAGLB lipase inhibitors, primary screen, biochemical, fluorescence, HTS; inhibition, % at 5.17 µM; Diacylglycerol lipase-beta (Homo sapiens), Q8NCG7; AID 504411, 2011; actives 0.059% (n = 340,000); HEK293T DAGLB membrane lysate, EnzChek fluorogenic substrate; in the data active = inhibition above about 34%;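 note: 0% = enzyme with vehicle and 100% = wells lacking enzyme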
Target sequence (Q8NCG7 whole entry, looked up): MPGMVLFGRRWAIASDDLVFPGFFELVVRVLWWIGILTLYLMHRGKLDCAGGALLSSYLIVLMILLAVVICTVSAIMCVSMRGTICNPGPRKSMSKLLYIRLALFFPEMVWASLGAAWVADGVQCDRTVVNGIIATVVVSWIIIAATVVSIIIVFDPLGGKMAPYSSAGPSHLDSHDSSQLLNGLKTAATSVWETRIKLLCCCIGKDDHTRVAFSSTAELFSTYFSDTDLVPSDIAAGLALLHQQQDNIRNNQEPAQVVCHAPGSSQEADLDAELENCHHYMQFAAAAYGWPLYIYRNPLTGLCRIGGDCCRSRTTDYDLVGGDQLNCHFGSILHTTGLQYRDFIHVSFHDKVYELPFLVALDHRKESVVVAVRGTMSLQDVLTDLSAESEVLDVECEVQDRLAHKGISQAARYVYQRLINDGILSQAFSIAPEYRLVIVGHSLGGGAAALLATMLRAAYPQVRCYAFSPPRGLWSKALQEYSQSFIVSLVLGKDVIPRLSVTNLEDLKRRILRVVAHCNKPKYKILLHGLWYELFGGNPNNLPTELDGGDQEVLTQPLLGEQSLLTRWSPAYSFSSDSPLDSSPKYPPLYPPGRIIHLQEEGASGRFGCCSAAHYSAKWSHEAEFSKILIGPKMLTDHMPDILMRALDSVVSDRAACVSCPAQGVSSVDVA
Arrestin-AP2 inh: inhibitors of beta-arrestin/AP2 binding, primary screen, biochemical, GPCR trafficking, flow cytometry; beta-arrestin 1 C-terminal peptide binding to AP2 beta2-adaptin appendage (human); FITC-arrestin peptide / GST-AP2 beads; AP2 beta2 appendage carries R879A mutation; inhibition, % at 10 µM; actives 0.31% (n = 340,000);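 active = inhibition above a set limit, near 3 SD of compounds lacking own fluorescence, cut at about 54% in these data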;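 note: plate controls were DMSO wells for no effect and 5 µM unlabelled arrestin peptide for full effect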
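System: GST-tagged AP2 beta2-adaptin appendage (R879A) on 4 µm glutathione beads / Reagent: FITC-arrestin peptide, 50 nM / Detection: HyperCyt-sampled flow cytometry, FL1 channel, ex 488/em 535 nm / Timing: 12 min plus 1 h, RT / Buffer or medium: PBS plus Tween 20 (0.05%) and BSA (0.1%)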
V-ATPase pH: regulators of yeast V-ATPase proton pumping, primary screen, pHLuorin cytosolic pH fluorescence; AID 504577, 2011; S. cerevisiae; response, % at 10 µM; actives 0.37% (n = 350,000); in the data active = response mostly above about 7.3%, no sharp cut-off; inactive = mostly below about 5.4%; note: actives read high; inactives centre near 0; some compounds called inactive have numbers as strong as hits; reference of the scale not given here
HTR5A inv ctr: HTR5A inverse agonists in luminescence cell assay, primary screen, counter-screen for OPRM1-OPRD1 heterodimer inverse agonist project, full-deck HTS; HTR5A cell line, inverse agonism; AID 504634, 2011; actives 0.083% (n = 340,000); inhibition, % at 9.3 µM; 5-hydroxytryptamine receptor 5A (Homo sapiens), P47898; in the data active = inhibition mostly above about 23%, no sharp cut-off; inactive = mostly below about 18%;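 note: 0% = cells with DMSO and 100% = no-cell wells with DMSO; some compounds called inactive have numbers as strong as hits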
Target sequence (P47898 whole entry, looked up): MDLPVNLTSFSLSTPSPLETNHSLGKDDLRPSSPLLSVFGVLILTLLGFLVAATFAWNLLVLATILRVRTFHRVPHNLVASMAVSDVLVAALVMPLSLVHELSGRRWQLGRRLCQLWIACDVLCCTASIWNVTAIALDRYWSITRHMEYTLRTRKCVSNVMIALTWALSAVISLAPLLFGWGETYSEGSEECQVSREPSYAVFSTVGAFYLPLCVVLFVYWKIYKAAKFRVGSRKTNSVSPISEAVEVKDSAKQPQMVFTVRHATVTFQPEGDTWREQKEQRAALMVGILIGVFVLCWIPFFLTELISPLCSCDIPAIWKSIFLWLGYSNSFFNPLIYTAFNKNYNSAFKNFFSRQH
DSG3 Ab inh: inhibitors of pemphigus antibody binding to DSG3, primary screen, biochemical, bead-based, flow cytometry, scFv-GFP; Desmoglein-3 (Homo sapiens), P32926; actives 0.48% (n = 310,000); binding (percent of control), % at 10 µM; DSG3-coupled beads, scFv-anti-DSG3-GFP binding; stronger effect = lower value; AID 588358, 2011;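 active = binding more than 3 SD below its plate's average and above zero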;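 note: hits lower antibody fragment binding to DSG3; some compounds called inactive have numbers as strong as hits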
PKA-R2B act: activators of PKA-R2B holoenzyme, primary screen, biochemical, fluorescence polarization, Cy5-IP20, human; activation, % at 11.4 µM; PKA-R2B holoenzyme dissociation; R2B truncated from residue 108, S112A mutant; 0% DMSO only, 100% 113 µM cGMP; actives 0.079% (n = 340,000); cAMP-dependent protein kinase catalytic subunit beta (Homo sapiens) + cAMP-dependent …; AID 504700, 2011;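 active = activation above a cutoff set at the mean over all compounds plus 3 SD, cut at about 18% in these data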;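 note: higher means more holoenzyme dissociation and a rise in polarization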
HTR5A ag ctr: HTR5A agonists in luminescence cell assay, primary screen, counter-screen for OPRM1-OPRD1 heterodimer agonist project, full-deck HTS | 5-hydroxytryptamine receptor 5A (Homo sapiens), P47898 | cell-based | activation, % at 9.3 µM | actives 0.61% (n = 340,000); in the data active = activation mostly above about 9.5%, no sharp cut-off; inactive = mostly below about 7.6%;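 note: 0% = cells with vehicle only and 100% = reference agonist; strong numbers were not always called active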
Starred values were filed as active, the others as inactive; i = inactive; nt = no result given.

SMILES | OPRM1-OPRD1 inv | PKA-R1A act | OPRM1-OPRD1 ag | DAGLB inh | Arrestin-AP2 inh | V-ATPase pH | HTR5A inv ctr | DSG3 Ab inh | PKA-R2B act | HTR5A ag ctr
Cc1nn(C(=O)c2c(-c3ccccc3)noc2C)c(C)c1N=Nc1cc(C(F)(F)F)cc(C(F)(F)F)c1 | -7 | -2 | 1.4 | 1 | 42 | -2 | -6 | 92 | -1 | 2
CC(C)CNC(=O)C(=O)NCc1ccccn1 | 4 | 12 | -0.7 | 2 | 6 | 0 | -7 | 15* | -3 | 3
CSc1nc(C=Nc2ccccc2Cl)c(O)n1Cc1cccc(Cl)c1 | 10 | -14 | -2.1 | -2 | 42 | 0 | -13 | 110 | -5 | 6
CC1=N/C(=C\c2ccc([N+](=O)[O-])cc2)C(=O)N1c1ccc(Cl)cc1 | -6 | -12 | 1.0 | 5 | 0 | -1 | -3 | 92 | 10 | 7
O=C(N/N=C/c1cc(Cl)ccc1O)c1ccccc1Br | -35 | -10 | 4.9 | 8 | 4 | 7 | -35 | 89 | 3 | 12*
Cc1cc(C)n(-c2ccc(C(=O)OC(C)C(=O)Nc3ccc(C(N)=O)cc3)cc2)n1 (stereo not drawn) | 7 | -7 | -1.1 | 1 | 2 | 3 | 1 | 101 | 1 | 1
COC(=O)COc1ccc(S(=O)(=O)NCC2CCCO2)cc1Cl (stereo not drawn) | -4 | -1 | 0.7 | 0 | -8 | -3 | -13 | 93 | -8 | 1
CCOc1ccc(-c2nc(C#N)c(NC3CC3)o2)cc1 | 8 | -2 | -1.6 | 2 | -13 | 0 | 21 | 97 | -12 | -2
Nc1cc(=O)nc(SCC(=O)N2CCN(c3ccccc3)CC2)n1-c1ccc(F)cc1 | 9 | 4 | -1.7 | 2 | 22 | -3 | -6 | 109 | 4 | 4
CSc1nc(O)c(C(c2cccc([N+](=O)[O-])c2)c2c(O)nc(SC)[nH]c2=O)c(=O)[nH]1 | 8 | 6 | -1.5 | 3 | -1 | -1 | -22 | 97 | 6 | 9
O=C(O)C(=Cc1ccnc2ccccc12)C(=O)O | nt | -1 | nt | -2 | nt | 1 | nt | 102 | -2 | nt
Cc1cc(C)nc(N2CCCC(C(=O)Nc3ccc4c(c3)OCCO4)C2)n1 (stereo not drawn) | 1 | 1 | -0.1 | 2 | 1 | 3 | 15 | 94 | 0 | 1

Single entries from the list.
In DAGLB inh, CSc1nc(C=Nc2ccccc2Cl)c(O)n1Cc1cccc(Cl)c1 reads -2
In PKA-R1A act, Cc1cc(C)n(-c2ccc(C(=O)OC(C)C(=O)Nc3ccc(C(N)=O)cc3)cc2)n1 (stereo not drawn) reads -7
In V-ATPase pH, CC1=N/C(=C\c2ccc([N+](=O)[O-])cc2)C(=O)N1c1ccc(Cl)cc1 reads -1
In PKA-R1A act, CSc1nc(O)c(C(c2cccc([N+](=O)[O-])c2)c2c(O)nc(SC)[nH]c2=O)c(=O)[nH]1 reads 6

Whole records, looked up by structure.
Shown for `Cc1cc(C)n(-c2ccc(C(=O)OC(C)C(=O)Nc3ccc(C(N)=O)cc3)cc2)n1` (stereo not drawn) = OPRM1-OPRD1 inv: 7; PKA-R1A act: -7; OPRM1-OPRD1 ag: -1.1; DAGLB inh: 1; Arrestin-AP2 inh: 2; V-ATPase pH: 3; HTR5A inv ctr: 1; DSG3 Ab inh: 101; PKA-R2B act: 1; HTR5A ag ctr: 1
Shown for `CSc1nc(O)c(C(c2cccc([N+](=O)[O-])c2)c2c(O)nc(SC)[nH]c2=O)c(=O)[nH]1` = OPRM1-OPRD1 inv: 8; PKA-R1A act: 6; OPRM1-OPRD1 ag: -1.5; DAGLB inh: 3; Arrestin-AP2 inh: -1; V-ATPase pH: -1; HTR5A inv ctr: -22; DSG3 Ab inh: 97; PKA-R2B act: 6; HTR5A ag ctr: 9
Shown for `O=C(O)C(=Cc1ccnc2ccccc12)C(=O)O` = OPRM1-OPRD1 inv: nt; PKA-R1A act: -1; OPRM1-OPRD1 ag: nt; DAGLB inh: -2; Arrestin-AP2 inh: nt; V-ATPase pH: 1; HTR5A inv ctr: nt; DSG3 Ab inh: 102; PKA-R2B act: -2; HTR5A ag ctr: nt

Additional entries follow.
SMILES | OPRM1-OPRD1 inv | PKA-R1A act | OPRM1-OPRD1 ag | DAGLB inh | Arrestin-AP2 inh | V-ATPase pH | HTR5A inv ctr | DSG3 Ab inh | PKA-R2B act | HTR5A ag ctr
COCCN1C(=O)C(CC(=O)Nc2ccccc2)SC1=Nc1ccc(OC)cc1 (stereo not drawn) | -1 | 0 | 0.2 | -1 | 7 | 5 | 10 | 87 | -5 | -3
CCOc1ccc(/C=N/Nc2cc(=O)n(C)c(=O)n2C)cc1 | -6 | 5 | 1.0 | -1 | -6 | -2 | 4 | 101 | 0 | -1
COc1ccc(S(=O)(=O)N2CCCCC2)cc1NC(=O)c1cncc(Br)c1 | 10 | -3 | -1.8 | 0 | -4 | -6 | -11 | 98 | -19 | 3
O=C(CNC(=O)c1cncc(Br)c1)Nc1ccc(F)c(F)c1F | -5 | 4 | 0.7 | 1 | 8 | 0 | 7 | 94 | -12 | 6
CCCCN1C(=O)C(=O)N(CC(=O)Nc2sc(CC)cc2C(=O)OCC)C1=O | 0 | -11 | 0.0 | -2 | -13 | 1 | -2 | 103 | -14 | -1
CCOC(=O)C1CCN(S(=O)(=O)c2cc(Br)cc3c2N(C(C)=O)C(C)C3)CC1 (stereo not drawn) | 13 | -7 | -2.1 | 0 | -9 | -1 | -10 | 102 | 10 | 1
Cc1ccccc1NS(=O)(=O)c1ccc(C(=O)OCC(=O)NCC(C)C)cc1 | 10 | -4 | -2.0 | 1 | 5 | 0 | -16 | 101 | -12 | -2
COc1ccc(-n2c3c(cc(C(=O)NNc4ccccc4)c2=O)C(=O)CC(C)(C)C3)cc1 | i | 15 | 129* | 2 | 8 | -3 | 4 | 98 | -16 | -2
COc1cc(S(=O)(=O)NCC2CCCO2)ccc1Br (stereo not drawn) | 4 | -8 | -0.8 | 1 | 12 | 3 | -8 | 90 | -1 | 3
CCC/C=C/c1ccc(CN2C(CC(C)C)C(=O)N(Cc3cn(Cc4ccco4)nn3)CCS2(=O)=O)cc1 (stereo not drawn) | nt | 0 | nt | 0 | nt | 1 | nt | 97 | -16 | nt
O=S(=O)(c1cccc(-c2cn3cc(Cl)ccc3n2)c1)N1CCOCC1 | -25 | -7 | 4.7 | 2 | -8 | 2 | -9 | 97 | -3 | 6
Cc1nc2ccc(S(=O)(=O)NCC(=O)NCc3ccc(Cl)cc3)cc2s1 | 8 | -1 | -1.6 | -6 | 17 | 3 | -4 | 100 | -1 | 3
CC(C)CCN1CCC[C@]2(N[C@H](c3ccc(C(F)(F)F)cc3)[C@@H]3C(=O)N(Cc4ccccc4)C(=O)[C@@H]32)C1=O | nt | 5 | nt | -5 | nt | 0 | nt | 104 | -10 | nt
NC(=O)C1CCN(S(=O)(=O)c2ccc3c(c2)OCCO3)CC1 | 9 | -2 | -1.8 | -4 | 32 | -2 | -5 | 97 | -14 | 1
O=C(COC(=O)c1ccccc1O)Nc1cc(S(=O)(=O)N2CCCCCC2)ccc1Cl | 11 | -1 | -2.2 | -1 | 1 | 3 | 0 | 118 | 5 | 0
CCOC(=O)Cc1csc2nc3sc(C)c(C)c3c(=O)n12 | 13 | -15 | -2.1 | -4 | 26 | 3 | 3 | nt | -10 | 0
COc1cc(/C=C/C(=O)N2CCN(CC(O)COc3ccccc3)CC2)cc(OC)c1OC (stereo not drawn) | 12 | 2 | -2.4 | 0 | 1 | 0 | -6 | 99 | -2 | 3
Cc1ccc(SCC2(O)CCN(S(=O)(=O)c3ccc(Cl)cc3)CC2)cc1 | -26 | 1 | 4.4 | -6 | 11 | -1 | -26 | 100 | 2 | 3
Cc1cc(C)c(NC(=O)CSc2nc(COc3ccccc3)nc3ccccc23)c(C)c1 | -32 | -6 | 5.7 | 0 | 5 | 0 | -9 | 99 | 9 | -1
CC(=O)c1cc2c(cc1NC(=O)CN1CCN(c3ccc(F)cc3)CC1)OCO2 | 2 | -1 | -0.4 | -5 | 7 | -7 | -28 | 97 | 4 | 1
O=C(Nc1cccc(C(F)(F)F)c1)C(Sc1n[nH]c(=O)[nH]c1=O)c1ccccc1 (stereo not drawn) | 14 | 4 | -2.7 | 1 | -9 | -2 | 7 | 90 | -6 | 5
CCc1c(C)nc2c(C#N)c(C)[nH]n2c1=O | -36 | -5 | 6.0 | 3 | 8 | -10 | 9 | 108 | -5 | 6
Cc1ccc(-c2nnc(SCC(=O)NC3CC3)o2)cc1 | 6 | 1 | -0.9 | -4 | -7 | 7 | -17 | 112 | -9 | 6
O=C(CSc1nc2ccccc2s1)NC(=O)NCc1ccco1 | 6 | 4 | -1.2 | 1 | 14 | 2 | -4 | 97 | 7 | 1
CCOc1ccc(-c2csc(N)c2C(=O)OC)cc1 | -1 | 3 | 0.1 | -5 | -3 | 0 | -6 | 98 | -1 | 0
O=C(O)CCCNS(=O)(=O)/C=C/c1ccccc1 | 3 | 6 | -0.4 | -4 | 1 | 5 | 8 | 103 | -6 | -2
N/C(=N\OC(=O)c1cccc(Cl)c1)c1ccccn1 | -29 | 11 | 4.8 | -6 | 26 | -3 | -5 | 100 | 8 | 2
O=C(/C=C/c1ccc2c(c1)OCO2)Nc1cccnc1 | 9 | -6 | -1.7 | 0 | 32 | -1 | 16 | 99 | -3 | -5
COc1cc(C(=O)NCCc2ccc(F)cc2)ccc1OCC(=O)N1CCOCC1 | 16 | -2 | -3.2 | 4 | 8 | -6 | -3 | 86* | -1 | -1
COc1ccc2c(c1)/C(=C/c1cc(OC)c(OC)c(OC)c1)C(=O)N2 | 8 | 1 | -1.8 | 6 | 25 | -3 | 0 | 94 | -9 | 0
COc1cc(/C=N/NC(=O)C(C)n2nnc3ccccc32)ccc1O (stereo not drawn) | 15 | -15 | -3.5 | -3 | -20 | -10 | -9 | nt | -14 | 0
